Screening results as filed in PubChem.
ASM inhibitor = human S-ASM enzyme inhibition; actives 0.006% (n = 340,000); AID 504937; placental ASM, HMU-PC fluorogenic substrate, 60 min; Potency, µM (doses to about 57.5 µM), without a hit: at the highest dose activity change, negative = inhibition, actives largely listed as inhibitors; P17405; note: potency is the fitted concentration of half-maximal effect
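Human placenta-derived ASM enzyme was preincubated with compound for 10 minutes at room temperature, then given fluorogenic substrate HMU-PC0 (9 uM final) for 60 minutes at 37 °C; a pH 10 stop preceded fluorescence reading at Ex 386/Em 447 nm.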
KCNH2 3.1 block = blocks the human KCNH2 3.1 channel isoform; U2OS KCNH2 3.1, thallium flux FluxOr; hits give low values; activity change, % (tested at about 1.8 µM); actives 0.95% (n = 340,000); AID 720553;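 active = maximum activity change below -70%; inconclusive = maximum activity change from -70% to -50%; inactive = maximum activity change above -50%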;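 note: thallium influx rate constant from kinetic fluorescence after stimulation buffer; % is set by controls: 0 for no effect and ±100 for the full control effect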
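Channel expression came from 3.1 mutant virus (1.77 x 10^8 /mL) applied to suspended U2OS cells for 4 h. Flux was tracked with FluxOr dye plus Red40 quencher, and kinetic rate constants normalized to controls.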
AT treatment = potential ataxia-telangiectasia treatments restoring KAP-1 phosphorylation. […] A-T fibroblasts, KAP-1 phosphorylation AlphaLISA; neocarzinostatin DNA damage 30 min before lysis. Potency, µM (doses to about 57.5 µM), for the others: at the top dose activation, usual class: activators. actives 0.19% (n = 320,000). AID 485349; note: potency is the fitted concentration of half-maximal effect; % of control where 0% means no effect; nearly all actives have a fitted effect of over 45% in size
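hTERT-immortalized A-T patient fibroblasts ([…]), 500 cells/well in OPTI-MEM, 1% FBS, got compounds for 60 min, then NCS for 30 min at 37C. Lysates were then assayed for phospho-KAP-1 by AlphaLISA (anti-pKAP1 donor, anti-KAP1 acceptor beads), 6 hr at 25C.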
GALK inh = inhibitors of human galactokinase; P51570; Purified GALK, Kinase-Glo residual ATP luminescence; Potency, µM (top dose mostly 57.5 µM), inactives show at the highest dose activity change, negative = inhibition, hits mostly inhibitors; actives 0.007% (n = 270,000); AID 1868; note: potency is the fitted concentration of half-maximal effect; % is set by controls: 0 for no effect and ±100 for the full control effect
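Galactose (100 uM) and ATP (35 uM) were turned over by 5 nM GALK for 1 h at RT. Kinase-Glo Plus then converted the remaining ATP into a luminescent signal.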
TRPV1 agonist = human TRPV1 agonism | Q8NER1 | TRPV1-expressing cells, Fluo-8 calcium influx, agonist mode | activation, % at 8.33 µM | actives 0.19% (n = 320,000); in the data active = activation above about 80%; inconclusive = between about 30% and that limit; note: 0% is about no effect
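TRPV1-expressing cells were cultured overnight at 35.5C and loaded with Fluo-8 calcium dye for 40 to 90 min at room temperature. After a 10 s baseline, compound was added and calcium influx was read kinetically for 3 min (ex 480/em 520 nm).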
MBNL1-CUG inh = MBNL1-poly(CUG) RNA binding inhibition; Q9NR56; TR-FRET MBNL1-His/biotin-(CUG)12 binding, 665/545 ratio; Potency, µM (highest dose often 57.5 µM), without a hit: top-dose activity change, negative = inhibition, most hits filed as inhibitors; AID 2675; actives 0.036% (n = 280,000); active = well fitted inhibition curve with a large enough effect in the signal ratio, with a control signal flat, not every such curve was filed as active; inconclusive = small, poorly fitted or top-dose-only effect, or effect the other way, or a change in a side signal; inactive = no such curve, though single readings can be large or run the other way; the % refers to the signal ratio; note: potency is the fitted concentration of half-maximal effect; % is set by controls: 0 for no effect and ±100 for the full control effect
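Inhibition of protein-RNA binding appears as loss of TR-FRET between terbium anti-His antibody on MBNL1-His and streptavidin-XL665 on biotin-(CUG)12. Activity is normalized to buffer-only and uninhibited-complex controls.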
MLL CXXC-DNA inh = MLL CXXC-DNA interaction inhibition; AID 2662; actives 0.037% (n = 290,000); MLL-CXXC / FITC-HOXA9 DNA fluorescence polarization; Potency, µM (highest dose often 115 µM), for the others: top-dose activity change, negative = inhibition, usual class: inhibitors; Q03164; active = well fitted inhibition curve with a large enough effect in the polarisation, with a control signal flat, not every such curve was filed as active; inconclusive = small, poorly fitted or top-dose-only effect, or effect the other way, or a change in a side signal; inactive = no such curve, though single readings can be large or run the other way; the % refers to the polarisation; note: potency is the fitted concentration of half-maximal effect
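Purified MLL-CXXC (added from a 7 uM solution) was preincubated 5 min at ambient with pinned compounds in 50 mM Tris-HCl pH 7.5, 50 mM NaCl, 1 mM DTT, 0.05% BSA. Fluorescein-labeled HOX-A9 DNA (50 nM solution) followed, 30 min, then polarization read.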
Integrin act MD = activates integrin-mediated alleviation for muscular dystrophy | alpha7betagal myoblasts, beta-gal FDG fluorescence, 48 h | Potency, µM (doses to about 38.3 µM), without a hit: at the highest dose activation, usual class: activators | actives 0.064% (n = 350,000);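 note: potency is the fitted concentration of half-maximal effect; 100% = response of the positive control SU9516; nearly all actives have a fitted effect of over 60% in size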
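alpha7betagal+/- myoblasts (passage 13, 250/well) treated 48 h at 37C with compounds at 1:260 dilution of DMSO stock. Lysed, then beta-galactosidase activity read as FDG fluorescence (ex 480/em 540) after 30 min, with pre-read for autofluorescence.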
Coupling enz = coupling enzyme interference in Giardia aldolase counter-screen. coupling enzyme system counterscreen, AmpLite Red fluorescence. activity change, negative = inhibition, % at 58.2 µM, hits read low. actives 0.67% (n = 290,000); in the data active = activity change below about -30%; note: % is set by controls: 0 for no effect and ±100 for the full control effect
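Compounds tested against the coupling enzymes alone at 57.5 uM final; readout was AmpLite Red fluorescence (525/598 nm) after 20 min at RT.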
KCNH2 WT inh = KCNH2 (human, wildtype) channel inhibition | U2OS, BacMam KCNH2, thallium flux FluxOr; hits give low values | Q12809 | actives 0.37% (n = 340,000) | activity change, % at 1.84 µM;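 active = maximum activity change below -70%; inconclusive = maximum activity change between -70% and -50%; inactive = maximum activity change above -50%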; note: % is set by controls: 0 for no effect and ±100 for the full control effect
Target sequence (Q12809 whole entry, looked up): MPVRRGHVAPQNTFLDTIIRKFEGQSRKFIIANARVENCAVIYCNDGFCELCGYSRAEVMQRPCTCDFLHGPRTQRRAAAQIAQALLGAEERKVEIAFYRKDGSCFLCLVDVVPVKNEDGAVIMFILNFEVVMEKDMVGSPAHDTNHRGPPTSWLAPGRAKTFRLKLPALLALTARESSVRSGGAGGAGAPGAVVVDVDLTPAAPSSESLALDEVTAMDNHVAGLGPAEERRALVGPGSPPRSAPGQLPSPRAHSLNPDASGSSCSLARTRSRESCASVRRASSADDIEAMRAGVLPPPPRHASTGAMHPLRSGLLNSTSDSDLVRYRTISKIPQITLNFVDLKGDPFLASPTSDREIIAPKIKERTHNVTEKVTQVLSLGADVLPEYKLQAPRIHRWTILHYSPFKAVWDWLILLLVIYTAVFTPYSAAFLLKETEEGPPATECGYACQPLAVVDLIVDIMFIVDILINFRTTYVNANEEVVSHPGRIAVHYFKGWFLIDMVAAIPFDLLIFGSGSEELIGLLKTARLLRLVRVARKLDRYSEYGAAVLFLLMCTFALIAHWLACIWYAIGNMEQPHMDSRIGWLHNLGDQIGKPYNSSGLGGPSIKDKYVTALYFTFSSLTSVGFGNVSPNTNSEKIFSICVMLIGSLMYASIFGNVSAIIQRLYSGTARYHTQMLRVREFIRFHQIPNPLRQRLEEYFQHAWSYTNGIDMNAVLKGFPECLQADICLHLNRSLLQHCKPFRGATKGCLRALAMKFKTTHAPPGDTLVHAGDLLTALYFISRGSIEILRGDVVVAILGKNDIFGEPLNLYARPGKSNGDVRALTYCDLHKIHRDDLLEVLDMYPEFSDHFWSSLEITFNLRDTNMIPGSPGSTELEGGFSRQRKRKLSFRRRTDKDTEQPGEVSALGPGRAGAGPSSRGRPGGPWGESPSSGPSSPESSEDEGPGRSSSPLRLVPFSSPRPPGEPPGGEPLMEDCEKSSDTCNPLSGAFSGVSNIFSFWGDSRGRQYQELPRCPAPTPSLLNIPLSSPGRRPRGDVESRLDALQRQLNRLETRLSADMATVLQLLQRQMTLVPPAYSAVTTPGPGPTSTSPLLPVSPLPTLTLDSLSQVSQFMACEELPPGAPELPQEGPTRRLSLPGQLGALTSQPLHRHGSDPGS
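U2OS cells transduced with wild-type KCNH2 virus are loaded with FluxOr dye for 45 min, and thallium flux is measured in kinetic reads before and after stimulation buffer. Rate constants are normalized to DMSO controls.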
Starred values were filed as active, the others as inactive; i = inactive; ? = inconclusive; nt = no result given; & = joins results of further samples; [ ] = dose if it differs, or a comment. Unless noted, calls come from the whole dose curve; as a rule, active = well fitted curve in the direction sought with a large enough effect; inconclusive = small, poorly fitted or top-dose-only effect, or another doubt; inactive = no such curve, though single readings can be large; an effect the other way counts as inactive or inconclusive. Not a hit list, and some 2% of all compounds hit somewhere here.

SMILES	ASM inhibitor	KCNH2 3.1 block	AT treatment	GALK inh	TRPV1 agonist	MBNL1-CUG inh	MLL CXXC-DNA inh	Integrin act MD	Coupling enz	KCNH2 WT inh
COc1ccc(OC)c(/C=N/NC(=O)c2ccncc2)c1	15.7%	-0.9	-6.3%	1.6%	-3.1	12.2%	-4.3%	2.0%	-0.4	-7.4
CCN(Cc1ccncc1)C(=O)c1cc(COc2ccc(C)c(C)c2)on1	1.2%	-12.4	6.4%	-0.7%	4.2	-2.4%	23.7%	0.0%	nt	11.6
COc1ccc(NC(=O)CSc2c3c(nc4ccccc24)CCCC3)c(OC)c1	1.5%	-15.7	13.1%	nt	13.4	5.0%	0.2%	-27.6%	-1.5	-8.5
COc1ccc(NC(=O)/C(=C/c2cccs2)NC(=O)c2ccco2)cc1	-0.6%	-13.0	-11.5%	5.4%	1.7	17.0%	-1.5%	-7.8%	-0.1	-18.0
O=C(CN(C(=O)CCC(=O)Nc1ccccn1)c1cccc(F)c1)NCc1ccc2c(c1)OCO2	0.2%	-1.3	-4.0%	-1.4%	-1.9	-5.2%	2.9%	0.0%	-2.0	5.5
COC(=O)C(CC(C)C)NC(=O)CNC(=O)c1ccccc1C (configuration not stated)	2.6%	42.3	1.1%	-2.9%	-0.8	-0.4%	-3.9%	-14.0%	3.8	3.4
Cc1ccc(NC(=O)C2CCCN2S(=O)(=O)c2ccc(F)cc2)c(C)c1 (configuration not stated)	1.6%	7.9	-1.4%	2.2%	0.6	0.7%	0.4%	-7.2%	0.9	7.7
COc1cccc(C(=O)Nc2ccc(NC(=O)Cc3ccccc3)cc2)c1	3.5%	-2.3	4.9%	-1.8%	18.4	4.7%	26.9%	3.0%	-2.7	8.7
NC(=O)C1CCN(C(=O)C2CCN(S(=O)(=O)c3ccccc3)CC2)CC1	8.4%	-8.8	2.1%	1.3%	2.8	?	-1.6%	-1.4%	2.0	1.4
CC(Sc1nc(N)cc(N)n1)C(=O)NCC1CCCO1 (configuration not stated)	1.1%	2.7	4.5%	nt	1.6	nt	nt	-14.0%	nt	-6.0
O=S(=O)(c1cccc(-c2nnc(SC(F)F)n2-c2ccccc2)c1)N1CCCCC1	0.5%	-8.0	-11.6%	3.4%	4.6	-8.2%	23.6%	22.5%	4.1	-1.8
Cc1ccc2nc(-c3ccc(Br)cc3)cn2c1	-1.9%	-1.0	7.4%	-3.9%	?	40.0%[activator]	-9.8%	19.7%	-13.2	13.5
Cc1ccccc1Nc1nnc(SCC(=O)c2c(N)n(C3CC3)c(=O)[nH]c2=O)s1	1.4%	5.2	-11.4%	nt	7.1	nt	nt	-6.5%	nt	-1.5
N#C/C(=N\Nc1ccccc1)C(=N)N1CCOCC1	-10.8%	4.8	0.5%	-0.3%	-2.8	11.2%	9.9%	13.5%	2.3	-3.2
COc1ccc([C@]23Cc4ccccc4C(O2)c2c(cc(C)n(Cc4ccccc4)c2=O)O3)cc1	nt	nt	-8.1%[11.5 µM]	nt	i	?	15.9%[23 µM]	nt	-24.1	nt
Cc1ccccc1-c1cc(C(=O)NCC2CC2)n(CC2CC(c3cccnc3)=NO2)n1 (configuration not stated)	-4.2%	8.7	5.5%	nt	3.3	nt	nt	1.4%	nt	6.5
CCCCn1c(=O)c(CCC(=O)OCC(=O)NCc2ccc(OC)c(OC)c2)nc2ccccc21	-1.9%	10.1	11.6%	8.1%	?	4.7%	6.1%	-23.7%	2.0	0.3
Cc1ccc(NC(=O)CN2C(=O)C(=O)N(C3CCCC3)C2=O)c(Cl)c1	-1.3%	24.6	9.2%	nt	-3.2	nt	nt	-22.8%	nt	7.3
COC(=O)c1cc(Oc2ccc(S(=O)(=O)N3CCOCC3)cc2[N+](=O)[O-])cc(C(=O)OC)c1	-0.2%	-8.9	4.6%	nt	-0.8	nt	nt	-11.2%	nt	-1.8
COc1ccc(C(=O)c2cn[nH]c2-c2ccc(C)cc2O)cc1	0.0%	6.2	-14.3%	nt	-2.0	1.8%	6.8%	33.9%	0.6	2.3
Cn1cc(SCC(=O)O)c2ccccc21	-2.5%	-9.5	nt	0.0%	3.5	-5.7%	-3.6%	-1.6%	4.4	1.9
Cc1ccc2nc(Cl)c(C3CC(c4cccs4)=NN3C(=O)CCC(=O)O)cc2c1 (configuration not stated)	1.6%	9.1	7.9%	0.8%	-2.3	-9.4%	5.2%	21.9%	11.5	-5.1
O=[N+]([O-])c1ccc(CN2CCN(c3ccc(F)cc3)CC2)o1	-1.7%	-24.4	-1.1%	-1.0%	0.7	?	-20.2%	0.0%	-0.9	4.5
CC(C)C(OC(=O)c1ccco1)C(=O)NCc1ccco1 (configuration not stated)	-0.2%	2.8	nt	-2.1%	-2.2	-3.1%	-6.4%	-19.8%	1.5	0.5
O=C(Nc1cccc(S(=O)(=O)N2CCCCCC2)c1)C1=COCCO1	0.8%	-25.4	0.7%	nt	14.9	nt	nt	2.4%	nt	-19.6

The closing two compounds of the part above come first, to join the parts.
SMILES	ASM inhibitor	KCNH2 3.1 block	AT treatment	GALK inh	TRPV1 agonist	MBNL1-CUG inh	MLL CXXC-DNA inh	Integrin act MD	Coupling enz	KCNH2 WT inh
CC(C)C(OC(=O)c1ccco1)C(=O)NCc1ccco1 (configuration not stated)	-0.2%	2.8	nt	-2.1%	-2.2	-3.1%	-6.4%	-19.8%	1.5	0.5
O=C(Nc1cccc(S(=O)(=O)N2CCCCCC2)c1)C1=COCCO1	0.8%	-25.4	0.7%	nt	14.9	nt	nt	2.4%	nt	-19.6
FC(F)(F)c1cc(-c2ccccc2)nc(-n2cc(Cl)cn2)n1	-3.1%	-0.1	1.9%	-0.4%	?	1.6%	18.5%	9.4%	-2.7	-6.4
Cc1ccc(C(=O)Nc2ccccc2)cc1S(=O)(=O)N1CCN(C)CC1	-1.6%	-3.1	4.1%	-1.5%	8.1	0.0%	3.3%	3.2%	-3.0	-11.9
NC(=O)CSc1nnnn1-c1ccccc1Cl	3.7%	-23.9	1.2%	-1.1%	0.1	-5.3%	3.1%	-3.3%	-1.0	-2.7
COc1ccccc1NCC(=O)n1nc(C)cc1C	4.0%	-1.7	-2.4%[11.5 µM]	4.2%	0.5	-18.5%	-2.6%	-11.4%	0.9	2.0
C/C(N)=C(/C#N)C(=O)CSc1nnc(Nc2cccc(C)c2C)s1	4.0%&-1.8%	-6.1&-1.3	6.5%	-0.7%	3.2	-2.3%	4.0%	22.6%&-7.7%	-0.7	-9.4&20.7
NS(=O)(=O)c1ccc(CCNC(=O)c2cc(-c3ccccn3)nc3ccc(Br)cc23)cc1	-3.2%	3.8	-0.7%	1.1%	?	303.0%[activator]	16.4%	-17.4%	0.0	7.8
CCC(C)NC(=O)C(NS(=O)(=O)c1cccc2nsnc12)c1ccccc1 (configuration not stated)	5.6%	3.7	3.6%	0.9%	-3.9	?	-2.1%	10.6%	3.5	-10.6
CCn1c2ccccc2c2cc(NC(=O)CNCC3CCCO3)ccc21 (configuration not stated)	1.3%	-1.0	0.7%	15.8%	16.0	-3.1%	16.4%	-15.5%	1.6	3.3
O=C(CSc1nnc(COc2ccc(Cl)cc2)o1)N1CCN(c2ccccc2)CC1	-8.1%	2.9	4.9%	1.1%	1.8	5.3%	3.9%	15.0%	-1.5	3.5
COC(=O)CSc1ncnc2c1cnn2-c1ccc(C)cc1C	1.7%	-11.1	-1.1%	-0.3%	14.6	-6.6%	6.6%	-8.8%	1.1	-9.3
COc1ccc(NC(=O)c2ccc(NC(=O)C3CC3)cc2)cc1	-0.2%	-1.9	-1.0%	5.5%	23.4	-6.9%	9.7%	2.7%	1.4	-12.0
O=C(NC(=S)Nc1ccccc1O)c1ccc(Cl)cc1Cl	-2.0%	16.0	-3.7%	1.4%	-0.7	-4.0%	6.6%	?	-1.6	-9.2
O=C1CN(S(=O)(=O)c2ccc(F)cc2)c2ccccc2N1	3.8%	-0.1	10.4%	nt	1.6	-3.7%	-9.6%	0.8%	0.0	-9.5
O=C(NN=C1CCCCCCCCCCC1)c1ccccc1F	-0.1%	1.0	-7.1%	-3.3%	7.7	-8.7%	-9.6%	-10.4%	-1.2	-3.3
C[C@H](CO)N1C[C@H](C)[C@@H](CN(C)S(=O)(=O)c2cccs2)Oc2ccc(NC(=O)Cn3cnnn3)cc2C1=O	0.5%	2.8	13.3%	nt	nt	nt	nt	-3.7%	nt	-5.5
O=C(COc1ccccc1Cl)NCC(c1cccs1)N1CCOCC1 (configuration not stated)	-0.9%	-3.0	1.6%	nt	15.9	nt	nt	-13.8%	nt	-8.3
CCOc1ccccc1NC(=O)N1CCC(C(=O)c2ccc(F)cc2)CC1	-2.3%	3.6	4.1%	0.3%	8.2	1.2%	-6.2%	18.1%	2.6	-2.3
Cc1ccc2nc(N(CCCN(C)C)C(=O)c3ccc(Br)s3)sc2c1	-4.6%	1.3	-6.9%	-0.6%	20.8	21.7%	43.3%[activator]	-41.6%	0.6	-2.8
